GLP1R inv ag = GLP-1 receptor (human) inverse agonism. P43220. HEK293 GLP-1R CRE-luciferase, luminescence, 24 h; GLP-1R form is constitutively active. Potency, µM (series often up to 38.3 µM), for the others: at the top dose activity change, negative = inhibition, actives largely listed as inhibitors. actives 1.6% (n = 410,000). AID 624417; further: potency means the concentration at half of the fitted maximal effect; on the % scale 0 is the no-effect control and ±100 the full control effect; nearly all actives have a fitted effect of over 55% in size
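Stable HEK293 clone (constitutively active GLP-1R + cAMP-response luciferase); 200 cells/uL plated, 12 h pre-culture, compound 24 hr, 37 deg C/5% CO2; detection reagent 12 min RT; luminescence.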
D3 antag = blocks the human D3 dopamine receptor. actives 2.5% (n = 360,000). D3R cells, DiscoveRx beta-arrestin luminescence, antagonist mode; active compounds read low. max response, negative = inhibition, %; in the data active means max response below about -50%; inconclusive means no clear call, values can overlap the other calls; further: on the % scale 0 is the no-effect control and ±100 the full control effect; mostly tested at two doses, the higher about 12 µM
Target sequence (P35462 whole entry, looked up): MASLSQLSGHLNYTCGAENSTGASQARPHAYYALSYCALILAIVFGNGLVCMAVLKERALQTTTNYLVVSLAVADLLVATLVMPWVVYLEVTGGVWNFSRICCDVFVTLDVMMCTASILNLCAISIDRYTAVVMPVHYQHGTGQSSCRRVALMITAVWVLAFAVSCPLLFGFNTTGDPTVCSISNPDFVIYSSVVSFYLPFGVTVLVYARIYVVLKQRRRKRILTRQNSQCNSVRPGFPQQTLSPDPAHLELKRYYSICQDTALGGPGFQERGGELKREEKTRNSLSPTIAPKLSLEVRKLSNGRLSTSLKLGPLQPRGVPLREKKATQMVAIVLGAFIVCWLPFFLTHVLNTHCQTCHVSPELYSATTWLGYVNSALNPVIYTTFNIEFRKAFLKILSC
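Cells plated overnight at 1500 cells/well, then exposed to library compounds with dopamine controls for 90 minutes at 37 degrees C. DiscoveRx reagent added for 30–60 minutes at room temperature; luminescence read, quantitative HTS format.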
GLP1R cytotox = cytotoxic in the GLP-1 receptor inverse agonist counter-screen | HEK293 cAMP-luciferase reporter cells, luminescence, 24 h | AID 624418 | Potency, µM (series often up to 38.3 µM), inactives show at the top dose activity change, negative = inhibition, most hits filed as inhibitors | actives 0.13% (n = 410,000);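 further: loss of luciferase light is scored as toxicity; potency means the concentration at half of the fitted maximal effect; on the % scale 0 is the no-effect control and ±100 the full control effect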
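To flag toxic compounds, the library was rerun on cells for 24 hr at 37 deg C and 5% CO2. Viability-linked luminescence was captured 12 min after adding luciferase detection reagent.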
PLK1 PBD block = blocks phosphopeptide binding to human PLK1 polo-box domain | P53350 | Plk1 PBD binding of FITC phosphopeptide, fluorescence polarization | Potency, µM, for inactives: max response, negative = inhibition, most hits filed as inhibitors | actives 2.8% (n = 360,000); further: potency means the concentration at half of the fitted maximal effect; series mostly up to about 57 µM; on the % scale 0 is the no-effect control and ±100 the full control effect; nearly all actives have a fitted effect of over 65% in size
Target sequence (P53350 whole entry, looked up, the tested form may be a part): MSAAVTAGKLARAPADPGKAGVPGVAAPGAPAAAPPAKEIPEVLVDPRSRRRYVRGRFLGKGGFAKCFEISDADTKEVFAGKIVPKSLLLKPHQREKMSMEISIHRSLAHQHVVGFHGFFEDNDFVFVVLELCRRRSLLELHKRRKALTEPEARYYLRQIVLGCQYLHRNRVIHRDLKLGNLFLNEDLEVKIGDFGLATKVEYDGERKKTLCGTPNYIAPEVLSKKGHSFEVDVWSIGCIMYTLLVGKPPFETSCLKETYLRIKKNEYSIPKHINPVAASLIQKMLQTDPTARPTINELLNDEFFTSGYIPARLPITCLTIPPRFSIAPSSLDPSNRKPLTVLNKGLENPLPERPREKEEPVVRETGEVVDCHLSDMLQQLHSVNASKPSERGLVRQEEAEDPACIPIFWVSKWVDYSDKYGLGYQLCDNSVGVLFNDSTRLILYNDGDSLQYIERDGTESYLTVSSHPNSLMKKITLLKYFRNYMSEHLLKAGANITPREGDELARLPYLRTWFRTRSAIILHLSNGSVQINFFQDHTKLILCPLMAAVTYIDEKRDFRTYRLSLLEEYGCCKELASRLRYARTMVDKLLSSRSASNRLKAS
GLP1R ag = GLP-1 receptor (human) agonism. Potency, µM (series often up to 45.6 µM), inactives show top-dose activation, actives largely listed as activators. actives 0.007% (n = 380,000). HEK293 GLP-1R CRE-luciferase, luminescence, 4-6 h; cells express a hypersensitive GLP-1R form; further: potency means the concentration at half of the fitted maximal effect; % of control where 0% means no effect
PI5P4Ka inh = blocks human PI5P4K alpha kinase activity. PI5P4Kalpha enzyme, ADP-Glo luminescence, 60 min; active compounds read low. max response, %. actives 1.2% (n = 330,000). AID 652105; active means max response of -50% or lower; inconclusive means between -30% and -50%; inactive means -30% or higher; further: value at the top dose of about 77 µM; on the % scale 0 is the no-effect control and ±100 the full control effect
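Enzyme plus substrate dispensed, test compounds pinned in, then ATP (5 microM final) added. After 60 min at RT, ADP-Glo reagent 1 for 45 min and reagent 2 for 30 min preceded luminescence imaging.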
WRN inhibitor = inhibitors of human WRN helicase | Potency, µM (highest dose often 114 µM), without a hit: at the top dose activity change, negative = inhibition, most hits filed as inhibitors | actives 0.46% (n = 360,000) | WRN helicase unwinding, fluorescent forked duplex, kinetic | Q14191; further: potency means the concentration at half of the fitted maximal effect; on the % scale 0 is the no-effect control and ±100 the full control effect; nearly all actives have a fitted effect of over 55% in size
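Enzyme (20 nM final) and test compound sit together 15 min at room temperature before substrate addition. Substrate is a single-forked duplex oligonucleotide (100 nM) labelled with fluorophore and quencher, with 2 mM ATP; helicase unwinding raises red fluorescence, read kinetically.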
IL-2 act = activates IL-2 in a cell-based reporter assay | AID 652025 | IL-2 activation reporter assay, cell-based qHTS; stimulated with anti-CD3/CD4/CD28 beads; in transgenic mouse T cells | activation, % (series mostly up to about 46 µM) | actives 0.065% (n = 360,000); in the data active means activation above about 50%; inconclusive means mostly about 30% to 49%; further: 0% is about no effect
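Readout: EGFP and DsRed signals by fluorescent plate cytometry. Unstimulated transgenic mouse T cells received compound 60 min before antibody-bead stimulation, then incubated 18 h at 37 degrees C.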
D3 ag = agonists of human D3 dopamine receptor; AID 652048; actives 0.58% (n = 410,000); D3R DiscoveRx beta-arrestin cells, luminescence, 90 min; P35462; max activation, %; in the data active means max activation above about 30%; further: 0% is about no effect; mostly tested at two doses, the higher about 12 µM
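Agonist mode: compounds and dopamine controls were applied to plated cells for 90 min at 37 degrees C after an overnight attachment at 1500 cells/well. Luminescent read-out followed 30 - 60 minutes at room temperature with DiscoveRx detection reagent.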
Starred values were filed as active, the others as inactive; ? = inconclusive; . = not tested or not shown; & = joins results of further samples; [ ] = remark or other dose. Unless noted, the call rests on the fitted dose curve; in most records, active means well fitted curve in the direction sought with a large enough effect; inconclusive means small, poorly fitted or top-dose-only effect, or another doubt; inactive means no such curve, though single readings can be large; an effect the other way counts as inactive or inconclusive. This is a subset (hit frequency here may not be typical).

SMILES	GLP1R inv ag	D3 antag	GLP1R cytotox	PLK1 PBD block	GLP1R ag	PI5P4Ka inh	WRN inhibitor	IL-2 act	D3 ag
Cc1[nH]c2ccccc2c1SCc1nnc(SCc2ccc(Cl)cc2)n1C	?	-11	?	-6%	4%	7	-11%	-0.4	-10
CN(CC(=O)Nc1cccc(F)c1)C(=O)c1ccccc1CCc1ccccc1	?	12	?	0%	15%	3	-1%	-7.4	0
FC(F)(F)Oc1ccc(C2NCc3ccccc3-n3cccc32)cc1 (centres undefined)	?	9	2%	0%	8%	-5	4%	-0.3	0
Cc1nn(C2CCOC(C)(C)C2)c2c1C(c1ccc(OC(C)C)cc1)SCC(=O)N2 (centres undefined)	0%	23	1%	-19%	-3%	.	6%	-1.5	-18
CCOc1ccc(Nc2c3ccccc3nc3ccccc23)cc1	?	?	64%[activator]	-14%	1%	4	?	-2.1	-7
CCN1CCN(c2ccc(N)cc2C)CC1	-28%	?	?	-8%	1%	-8	?	-0.8	-17
CCCc1[nH]nc2c1C(c1ccc(OC)c(Cn3nnc4ccccc43)c1)C(C#N)=C(N)O2 (centres undefined)	2%	5	-28%	12µM*	-10%	-22	1%	-2.3	-10
O=C1NC(=O)C(CCc2ccncc2)(Cc2ccc(OCc3ccccc3)cc2)C(=O)N1	2%	1	1%	4%	-5%	-6	-12%	-0.3	4
Oc1ccc(Nc2nc(-c3ccc(O)cc3)cs2)cc1	55%[activator]	3	?	-13%	-11%	.	-17%	-1.8	-4
COc1ccc(-n2nnnc2C(c2ccccc2OC(F)(F)F)N2CCC(n3c(=O)[nH]c4ccccc43)CC2)cc1 (centres undefined)	?	53	?	-7%	-3%	-1	-7%	-0.7	15
COc1ccc(C(=O)CN2CCCCC2)cc1	5%	-15	-14%	-9%	12%	2	0%	-2.6	2
CCC1([N+](=O)[O-])COP(=O)(NCc2cccnc2)OC1 (centres undefined)	5%	-4	-20%	-1%	-6%	14	-7%	-2.3	5
CCC1(C2=NCCN2)Cc2ccccc2O1 (centres undefined)	2%	12	-1%	-2%	4%&12%	-4	-8%	0.2	-14&-7
CN(CC(O)CON=C1c2ccccc2-c2ccccc21)S(=O)(=O)c1ccc(Br)cc1 (centres undefined)	?	4	?	-4%	-2%	-3	?	-1.3	-7
COCCOC(=O)c1c(C)n(C)c2ccc(OC(=O)N(C)C)cc12	4%	-15	-16%	-5%	-2%	.	9%	-0.5	3
CCC(=NCCOc1ccc(Cl)cc1)c1c(O)n(C)c(=O)n(C)c1=O	22%	23	-9%	0%	-13%	1	-12%	0.7	4
CN1C(=O)N(C)C(=O)C(CCc2ccccn2)(CCc2ccccn2)C1=O	-2%	-9	-2%	-3%	-6%	-3	12%	1.2	-4
Cc1cccc(C)c1NC(=O)CN(C)CC(=O)Nc1ccc(C#N)c(Cl)c1	?	1	-6%	-3%	6%	9	-13%	-2.3	2
COc1ccc(CCNC(=O)N2c3ccccc3Sc3ccccc32)cc1	7.9µM*	?	-18%	3%	7%	1	-12%	-2.7	3
O=S(=O)(c1ccc(Cl)cc1)N1CC1c1ccccc1 (centres undefined)	-6%	-10	-14%	-9%	2%	-1	2%	1.0	4
CCC(=Nc1cc(OC)ccc1OC)c1c(O)[nH]c(=O)[nH]c1=O	8%	-4	-5%	-4%	23%	.	8%	-0.1	1
O=[N+]([O-])c1cccc(C2N3CCCN23)c1 (centres undefined)	20%	9	-24%	-5%	5%	1	3%	0.4	1
CC(NC(=O)Oc1ccccc1)C(c1cccs1)N1CCOCC1 (centres undefined)	0%	7	-8%	-9%	1%	.	-9%[57.1 µM]	-3.1	2
COC(=O)C1=C(c2cccc(C#N)c2)C[C@@H]2CC[C@H]1N2C(=O)N1CCCCC1	17%	-15	6%	0%	-8%	2	14%	-0.6	3
O=[N+]([O-])c1ccc(N2CCCNCC2)c2ncccc12	?	-24	-23%	-20%	-1%	0	-1%	-3.5	-12

Random excerpt: 5 entries already listed, in no set order.
SMILES	GLP1R inv ag	D3 antag	GLP1R cytotox	PLK1 PBD block	GLP1R ag	PI5P4Ka inh	WRN inhibitor	IL-2 act	D3 ag
CN1C(=O)N(C)C(=O)C(CCc2ccccn2)(CCc2ccccn2)C1=O	-2%	-9	-2%	-3%	-6%	-3	12%	1.2	-4
CN(CC(O)CON=C1c2ccccc2-c2ccccc21)S(=O)(=O)c1ccc(Br)cc1 (centres undefined)	?	4	?	-4%	-2%	-3	?	-1.3	-7
O=S(=O)(c1ccc(Cl)cc1)N1CC1c1ccccc1 (centres undefined)	-6%	-10	-14%	-9%	2%	-1	2%	1.0	4
COc1ccc(C(=O)CN2CCCCC2)cc1	5%	-15	-14%	-9%	12%	2	0%	-2.6	2
COC(=O)C1=C(c2cccc(C#N)c2)C[C@@H]2CC[C@H]1N2C(=O)N1CCCCC1	17%	-15	6%	0%	-8%	2	14%	-0.6	3

Remaining list, next part:
SMILES	GLP1R inv ag	D3 antag	GLP1R cytotox	PLK1 PBD block	GLP1R ag	PI5P4Ka inh	WRN inhibitor	IL-2 act	D3 ag
C[C@@H]1OC(Nc2ccc(N=Nc3ccccc3)cc2)[C@H](O)[C@H](O)[C@H]1O (some centres undefined)	-21%	-21	2%	0%	1%	0	-1%	-0.8	-18
COc1ccc(C)cc1NC(=O)c1c(C)nn(Cc2ccccc2)c1Cl	?	10	24%	-9%	26%	9	-6%	-1.8	4
COC(=O)C1=C(c2ccc(F)cc2OCc2ccccc2)C[C@@H]2CC[C@H]1N2C(=O)NCc1ccc2[nH]ccc2c1	?	0	?	-5%	2%	-4	3%	-0.1	-16
CCC(C)NCCOc1ccc(C(C)(C)c2ccccc2)cc1 (centres undefined)	5µM*	?	?	-4%	9%	13	-6%	-7.4	-16
Cc1cc(C)c2c(c1)-c1cc(C)nn1C(c1cccnc1)N2 (centres undefined)	7%	19	-15%	-4%	23%	-4	-9%	0.4	2
C#CC(CC)(CC)NC(=O)Nc1ccc(OCC)cc1	?	-4	-4%	-1%	6%	0	0%	0.4	8
COc1ccccc1N1CCN(Cc2c(F)cccc2Cl)CC1	?	0	0%	-4%	1%	-1	-4%	0.2	-3
NC(=S)c1cn(C2OC(CO)C(O)C2O)c2ncnc(N)c12 (centres undefined)	-81%	-5	-31%	27µM*	-9%	?	2%	-0.8	2
c1ccc2c(CCNC3=NCCC3)c[nH]c2c1	15%	-14	-3%	-2%	-14%	-2	2%	-1.1	1
CN1CSC(=S)N(C)C1	0%	-11	?	?	-10%	-7	-17%	-5.8	2
Cn1cc(C(=O)OCC(=O)Nc2ccccc2Cl)c2ccccc21	-5%	-1	-11%	-2%	9%	11	-9%	-4.1	-2
O=C1CC(C(=O)N2CCC3(CC2)OCCO3)CN1CCc1ccccc1 (centres undefined)	3%	1	-4%	-3%	1%	4	11%	-0.3	-2
CN(C)C(=O)Oc1ccc(Cl)c2ccccc12	-25%	6	-12%	-8%	-1%	-1	6%	-1.1	-1
O=C(NC1CCCCC1)[C@@H]1CC=C[C@@H]2CCN(Cc3ccccc3)C(=O)[C@@H]21	1%	2	5%	-13%	25%	4	1%	0.1	7
Cn1c(O)c(N=Nc2ccc(S(=O)(=O)N3CCOCC3)cc2)c(=O)n(C)c1=O	-13%	?	-6%	-19%	1%	-9	-3%	-3.1	-5
COc1ccc(CNS(=O)(=O)c2cc3c(cc2C)N(C)CCO3)cc1	7.9µM*	17	12%&-7%	-3%	7%	2	-4%	-2.0	1&-21
COc1cccc(-n2c(CN3CCOCC3)nc3ccc([N+](=O)[O-])cc3c2=O)c1	4%	-21	-9%	-16%	5%	-1	5%[57.1 µM]	-1.1	19
O=C(Nc1ccc(F)cc1)N1Cc2ccccc2-n2nncc2C1	13%	-22	16%	-18%	5%	4	-19%	-0.5	0
CC(=O)OC1CC(OC2C(O)CC(OC3C(O)CC(OC4CCC5(C)C(CCC6C5CC(O)C5(C)C(C7=CC(=O)OC7)CCC65O)C4)OC3C)OC2C)OC(C)C1OC1OC(CO)C(O)C(O)C1O (centres undefined)	-83%	-1	-61%	-15%	-15%	-6	5%	0.1	-3
CCOC(=O)C1=C(N)OC2=C(C(=O)CCC2)C12C(=O)N(C)c1ccccc12 (centres undefined)	-4%	7	-17%	-5%	8%	3	-4%	-1.2	5
CC(C)c1ccc(-n2c(O)c(/C=N/NC(=O)c3ccncc3)c(=O)[nH]c2=O)cc1	-5%	1	7%	2%	-13%	-28	-9%	-0.2	2
CC(=O)C1CCC2C3CCC4CC(O)CCC4(C)C3CCC12C#N (centres undefined)	6%	21	5%	0%	-1%	9	-5%	-0.7	-4
OC(Cn1c2ccccc2c2ccccc21)C[n+]1cccc2ccccc21 (centres undefined)	0%	-15	?	-6%	-11%	.	1%	-1.3	0

Screening results deposited in PubChem BioAssay by National Center for Advancing Translational Sciences (NCATS).
